GlmU inhibition – inhibition of mycobacterial GlmU enzyme – biochemical, glucosamine-1-phosphate acetyltransferase (AID 1376); Bifunctional protein GlmU (Mycobacterium tuberculosis (strain ATCC 25618 / H37Rv)); M. tuberculosis GlmU acetyltransferase enzyme assay; higher % means a stronger effect; one-dose inhibition, %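 (tested at 30 µM in the primary screen)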; IC50 in µM for titrated hits; 220,000 tested, 0.25% active; in the data active = inhibition above about 13%;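 also: 0% = complete reaction with vehicle and 100% = reaction without substrate; strong numbers were not always called active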
RmlCD inh 1536 – M. tuberculosis RmlC/RmlD coupled enzyme inhibitors, primary screen, biochemical, compound mixtures, 384-well, from 1536-well plates. dTDP-4-dehydrorhamnose reductase (Mycobacterium tuberculosis (strain ATCC 25618 / H37Rv)) …. RmlC+RmlD coupled enzyme assay, percent inhibition; primary screen in compound mixtures. inhibition, % at 3.6 µM. 160,000 tested, 0.03% active. AID 1533, 2009; in the data active = inhibition mostly above about 34%, no sharp cut-off; also: some results filed as inactive read as strong as hits
Target sequence (P9WH09 whole entry, looked up): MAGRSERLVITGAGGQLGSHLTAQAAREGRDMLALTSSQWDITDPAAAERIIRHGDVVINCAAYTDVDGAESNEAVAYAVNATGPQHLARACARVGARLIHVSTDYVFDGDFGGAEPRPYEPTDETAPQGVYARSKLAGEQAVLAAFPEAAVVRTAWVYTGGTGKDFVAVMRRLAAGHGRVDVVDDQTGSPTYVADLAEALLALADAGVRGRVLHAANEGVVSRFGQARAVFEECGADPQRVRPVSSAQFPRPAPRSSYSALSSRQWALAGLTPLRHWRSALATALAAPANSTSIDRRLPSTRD
Target sequence (P9WH11 whole entry, looked up): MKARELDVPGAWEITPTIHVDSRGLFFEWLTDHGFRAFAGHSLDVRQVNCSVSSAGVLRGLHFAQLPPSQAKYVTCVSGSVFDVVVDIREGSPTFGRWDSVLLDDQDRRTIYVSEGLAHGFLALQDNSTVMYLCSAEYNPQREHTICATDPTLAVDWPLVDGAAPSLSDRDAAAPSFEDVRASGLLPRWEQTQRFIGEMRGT
The depositor's hits bear a star; . = not tested or not shown; & = joins results of further samples. This is a subset; the hit share may differ from the screen's.

SMILES | GlmU inhibition | RmlCD inh 1536
Cc1ccc(-n2cc(CNC(C)c3cnn(C)c3)c(-c3ccc(F)cc3)n2)cc1 (configuration not stated) | 7.7% | -10
CCN(CC)c1ccc2cc(C=O)c(=O)oc2c1 | -1.2% | 2
COCCCNC(=O)CN(c1cc(C(F)(F)F)ccc1Cl)S(C)(=O)=O | -5.8% | .
Nc1ncc(-c2ccc([N+](=O)[O-])cc2)cn1 | 1.6% | -8
Cc1ccc(Cn2c(CCNc3nc(-c4ccc(Cl)c([N+](=O)[O-])c4)cs3)nc3cc(C(=O)NCCCO)ccc32)cc1 | -3.0% | .
CCN(CC)CCNc1nc(-c2ccc(OC(F)F)cc2)c(C)s1 | -12% | 9
CS(=O)(=O)N1CCN(c2ccccc2NC(=O)Cc2ccccc2)CC1 | 2.6% | .
O[C@H]1C2CCC1C(N1CCCCC1)CC2 (some centres not stated) | -3.7% | -2
O=S(=O)(Nc1ccc(-c2cn3cccnc3n2)cc1)c1ccccc1 | 3.4% | -4
O=C(NCc1nc(-c2ccc(C(F)(F)F)cc2)no1)Nc1ccc(F)cc1F | 5.9% | -13
CCOC(=O)Cc1csc(NC(=O)Cc2ccccc2)n1 | 2.5% | -8
O=C1c2ccccc2C(=O)N1CSc1nnc(Nc2ccccc2F)s1 | -2.9% | 109
O=C(c1sc(N2CCOCC2)nc1-c1ccccc1)N1CCCCC1 | -9.9% | -6
O=C1c2ccccc2C(=O)N1c1ccc(Br)c2cccnc12 | 0.5% | -1
CCCN(CCC)C(=O)c1ccc2c(c1)OCO2 | 2.1% | .
Clc1ccc(OCc2nc(-c3ccncc3)no2)cc1 | -1.9% | -8
CN1CCN(C(=O)c2ccc3c(c2)S(=O)(=O)c2ccccc2C3=O)CC1 | -2.1% | 6
O=C(c1cc(Br)c(Br)s1)N1CCN(C/C=C/c2ccccc2)CC1 | -0.7% | 5
O=C(Nc1ccccc1)N1CCc2c([nH]c3ccccc23)C1C(F)(F)F (configuration not stated) | -0.8% | 9
O=C(NNC(=O)c1cccc2ccccc12)c1ccco1 | -2.6% | -7
O=C(CN1CCCC1)Nc1ccc2c(c1)CCC2 | -2.3% | 5
CCOc1cc(-c2noc(CCCC(N)=O)n2)cc(Br)c1OC | -5.6% | -3
Cc1cccc(C)c1NC(=O)CC(NCCc1ccccc1)C(=O)O (configuration not stated) | 3.2% | .
COc1ccc(OCCC(=O)NCc2ccccc2)cc1 | 1.7% | 9
CSCCC(NC(N)=O)C(=O)NCc1cccc(Cl)c1 (configuration not stated) | . | -1
COCCNC(=O)c1c(N)n(CCCn2ccnc2)c2nc3ccccc3nc12 | 0.8% | 20
COc1ccc(CNC(=O)C(=O)NCc2ccncc2)cc1 | -0.2% | 8
O=C(Cn1ncc2c(=O)oc3ccccc3c21)NCCC1=CCCCC1 | -2.4% | 4
Cc1nc(C(=O)NC(C)C)nn1-c1cc(Cl)cc(Cl)c1 | -7.4% | -14
CC(C)COn1c(=S)[nH]c2ccccc2c1=O | -5.7% | .
COc1ccc(-n2c(C)nn(CCOc3ccccc3)c2=O)cc1 | -0.9% | -11
O=C(COC(=O)CSCC(=O)N1CCCCC1)Nc1ccc(Cl)cc1 | 4.6% | 10
CCCCC(=O)Nc1ccc(C(=O)NNC(=S)NC(=O)c2ccccc2[N+](=O)[O-])cc1 | 3.8% | 8
Cc1ccc(C(=O)NCCc2csc(C)n2)cc1 | 1.4% | 29
O=C(NNc1cc(Cl)ccc1Cl)C1CCC1 | 7.4% | .
CC(c1ccccc1)C1CC(=O)N(CC(=O)O)C1=O (configuration not stated) | 0.4% | 10
COc1cccc2c1OCC/C2=N\NC(=O)COc1ccccc1C | -3.5% | -8
COC(=O)c1cc(C#N)c(NCc2ccccc2)nc1C | -0.5% | .
O=C(NCc1ccccn1)C(=O)NCC(c1ccco1)N1CCN(c2ccc(F)cc2)CC1 (configuration not stated) | -0.7% | -4
O=C(NC1CCCCC1)C(c1ccc2ncccc2c1)N(Cc1ccccc1)C(=O)c1cccs1 (configuration not stated) | -0.3% | -5
CC(C)(C)c1ccc(/C=C/C(=O)Nc2ncccn2)cc1 | -3.8% | -8
c1ccc(CCc2nc(-c3ccc(-n4cccc4)cc3)no2)cc1 | 2.2% | -7
O=C(CSc1nnc(-c2ccccc2)n1-c1ccccc1)c1cccs1 | . | 8
COc1cc(C2C3=C(CCCC3=O)Nc3[nH]n(-c4ccccc4)c(=O)c32)ccc1O (configuration not stated) | 9.0% | 3
Cc1cc(C)c(S(C)(=O)=O)c(S(=O)(=O)c2ccc(Cl)cc2)n1 | -4.8% | .
Nc1ccc(Br)cc1C(=O)c1ccccc1 | 0.5% | 6
COc1ccc(C2=NOC(C(=O)Nc3cc(C)on3)C2)cc1OC (configuration not stated) | 4.1% | -8
Cn1c(=O)oc2cc(S(=O)(=O)NCCC(=O)Nc3ccc4c(c3)OCCO4)ccc21 | -3.0% | .
O=C(c1cccs1)N1N=C(c2ccccc2)CC1c1ccccc1 (configuration not stated) | 2.9% | .
CCCC(=O)Oc1ccc(N(C(=O)CCC)S(=O)(=O)c2cccc([N+](=O)[O-])c2)cc1 | 2.7% | 4
COc1cc(C(=O)NC(=S)Nc2ccc([N+](=O)[O-])cc2)cc(OC)c1OC | -6.2% | 0
CCOc1cc(C(=O)NCCN2C(=O)S/C(=C\c3cccnc3)C2=O)cc(OCC)c1OCC | 3.0% | -11
COc1ccccc1/C=N/N1C(=O)C(CC(=O)Nc2ccc([N+](=O)[O-])cc2OC)SC1=Nc1cccc(C)c1C (configuration not stated) | 2.4% | 10
COC(=O)C1C(O)=C(C=Nc2ccc(N)cc2)C(=O)CC1(C)C (configuration not stated) | -4.6% | .
CC1(C)CC(NC(=O)CCc2ccccc2)CC(C)(C)N1 | -0.3% | .
COc1ccc(C)cc1NC(=O)CSc1nnnn1Cc1ccccc1 | 5.7% | 10
Cn1c(=O)n(CC(=O)O)c(=O)c2c1nc1n2CCS1 | -3.0%&-3.3% | 12
CCCCNC(=S)N(C)/N=C/c1ccc(F)cc1 | 2.8% | 4
COc1c(C)cccc1C(=O)Nc1ccc(CN2CCOCC2)cc1 | 0.9% | .
O=C(CN1CCN(c2ccccc2)CC1)N1N=CCC1c1ccccc1 (configuration not stated) | -1.8% | .

Arranged by molecular weight (highest first): 18 of the compounds above.
SMILES | GlmU inhibition | RmlCD inh 1536
COc1ccccc1/C=N/N1C(=O)C(CC(=O)Nc2ccc([N+](=O)[O-])cc2OC)SC1=Nc1cccc(C)c1C (configuration not stated) | 2.4% | 10
CCOc1cc(C(=O)NCCN2C(=O)S/C(=C\c3cccnc3)C2=O)cc(OCC)c1OCC | 3.0% | -11
O=C(NC1CCCCC1)C(c1ccc2ncccc2c1)N(Cc1ccccc1)C(=O)c1cccs1 (configuration not stated) | -0.3% | -5
Cn1c(=O)oc2cc(S(=O)(=O)NCCC(=O)Nc3ccc4c(c3)OCCO4)ccc21 | -3.0% | .
COc1cc(C2C3=C(CCCC3=O)Nc3[nH]n(-c4ccccc4)c(=O)c32)ccc1O (configuration not stated) | 9.0% | 3
COc1cc(C(=O)NC(=S)Nc2ccc([N+](=O)[O-])cc2)cc(OC)c1OC | -6.2% | 0
O=C(CSc1nnc(-c2ccccc2)n1-c1ccccc1)c1cccs1 | . | 8
COc1ccc(C)cc1NC(=O)CSc1nnnn1Cc1ccccc1 | 5.7% | 10
Cc1cc(C)c(S(C)(=O)=O)c(S(=O)(=O)c2ccc(Cl)cc2)n1 | -4.8% | .
O=C(CN1CCN(c2ccccc2)CC1)N1N=CCC1c1ccccc1 (configuration not stated) | -1.8% | .
COc1c(C)cccc1C(=O)Nc1ccc(CN2CCOCC2)cc1 | 0.9% | .
O=C(c1cccs1)N1N=C(c2ccccc2)CC1c1ccccc1 (configuration not stated) | 2.9% | .
COC(=O)C1C(O)=C(C=Nc2ccc(N)cc2)C(=O)CC1(C)C (configuration not stated) | -4.6% | .
c1ccc(CCc2nc(-c3ccc(-n4cccc4)cc3)no2)cc1 | 2.2% | -7
CC1(C)CC(NC(=O)CCc2ccccc2)CC(C)(C)N1 | -0.3% | .
Cn1c(=O)n(CC(=O)O)c(=O)c2c1nc1n2CCS1 | -3.0%&-3.3% | 12
Nc1ccc(Br)cc1C(=O)c1ccccc1 | 0.5% | 6
CCCCNC(=S)N(C)/N=C/c1ccc(F)cc1 | 2.8% | 4

More records
SMILES | GlmU inhibition | RmlCD inh 1536
COc1ccc(/C=N/NC(=O)c2c(C)nc3ccccn23)cc1[N+](=O)[O-] | -3.2% | -7
O=C(Nc1cccc(-c2nc3ccccc3[nH]2)c1)c1ccc(C(=O)Nc2cccc(-c3nc4ccccc4[nH]3)c2)cc1 | -8.0% | -5
CCCC1=C(C(=O)OCC)C(c2cccs2)n2ncnc2N1 (configuration not stated) | 6.6% | 1
Cc1ccc(-n2nnnc2SC(C(=O)c2c[nH]c3ccccc23)c2ccccc2)cc1 (configuration not stated) | 1.4% | -6
CCOC(=O)c1c(C)oc2ccc(O)c(CN(C)C)c12 | -7.0% | 9
CC1CCCCN1C(=O)CSc1nnc(-c2ccco2)n1CC1CCCO1 (configuration not stated) | 3.2% | .
CS(=O)(=O)N1CCN(c2ccccc2NC(=O)c2ccc(Cl)cc2)CC1 | -8.1% | .
Brc1cccc2sc(N3CCN(c4ccccc4)CC3)nc12 | -3.9% | 5
Nn1c(SCCOc2ccc(Cl)cc2)nnc1-c1cccnc1 | -6.8% | 10
S=C(NC1CCCCC1)NN1CCOCC1 | 2.4% | -6
CC(O)CNC(=O)c1ccc(-c2nn(C)c(=O)c3ccccc23)cc1 (configuration not stated) | 0.4% | -5
O=C(O)CCC(=O)Nc1ccccc1C(=O)NCc1ccco1 | 3.1% | .
Cc1[nH]c2ccccc2c1C(=O)C(=O)NCCCn1ccnc1 | -1.1% | 10
Cc1ccccc1C(=O)N1CCC(C(=O)Nc2ccc(S(=O)(=O)N3CCCC3)cc2)CC1 | 3.0% | .
Cc1cc2cc3c(cc2nc1SCC(=O)N1CCN(C(=O)c2ccco2)CC1)OCO3 | 2.9% | .
CC1(C)CC(=O)C(/C=N/n2cnc3ccccc3c2=O)=C(O)C1 | 10% | -6
Cc1cnc(NC(=O)CCCc2nc3ccccc3s2)s1 | 9.7% | .
COCC(C)n1c(C)cc(C(=O)COC(=O)c2ccc3ncsc3c2)c1C (configuration not stated) | -0.4% | 7
CC(C)Cc1nc2sc3c(c2c(=O)n1N)CC(C)(C)OC3 | 3.3% | 103
CS(=O)(=O)N(CC(=O)NCc1ccccc1)Cc1ccc(Cl)cc1 | -1.7% | 57

3 compounds picked at random from those above:
SMILES | GlmU inhibition | RmlCD inh 1536
CS(=O)(=O)N(CC(=O)NCc1ccccc1)Cc1ccc(Cl)cc1 | -1.7% | 57
Cc1ccc(-n2nnnc2SC(C(=O)c2c[nH]c3ccccc23)c2ccccc2)cc1 (configuration not stated) | 1.4% | -6
CCOC(=O)c1c(C)oc2ccc(O)c(CN(C)C)c12 | -7.0% | 9

(cont.)
SMILES | GlmU inhibition | RmlCD inh 1536
O=C(O)c1cn[nH]c1-n1cnnn1 | 2.4% | .
COCCN1C(=O)CC(NNC(=O)c2ccc(S(=O)(=O)N3CCCC3)cc2)C1=O (configuration not stated) | -1.7% | -6
COc1ccc(S(=O)(=O)NCC2CCCN(C(=O)c3cccs3)C2)cc1 (configuration not stated) | 4.0% | -8
COc1ccc(S(=O)(=O)N2CCC(C(=O)N3CCc4ccccc4C3)CC2)cc1OC | 3.4% | .
CN(CC1CCOCC1)C(=O)CC1C(=O)NCCN1C/C=C/c1ccccc1 (configuration not stated) | -0.1% | -15
O=C(Oc1cccc(-n2cnnn2)c1)c1ccco1 | 1.0% | .
Cc1ccc(OCC(=O)NCCO)cc1C | 3.7% | 2
Cc1cc(NC(=O)c2noc3c2CCc2ccccc2-3)n(-c2ccccc2)n1 | -8.2% | .
C/C(=N/OC(=O)c1c(F)cccc1F)c1nccs1 | 2.9% | 12
Cc1ccc(NC(=O)COc2ccc(/C=N/NC(=O)CSCc3ccccc3)cc2)cc1 | -5.7% | 6
O=C(CCn1cccc1)N1CCc2ccccc21 | 0.9% | -11
CCCCC1(CC(=O)OCC)C(=O)N(c2ccccc2)N(c2ccccc2)C1=O | -4.2% | -3
O=C(CSc1nc2ccccc2c(=O)n1-c1ccc(F)cc1F)c1c[nH]c2ccccc12 | -3.2% | .
CCC(C)OC(=O)C1C(c2ccccc2)C(C(=O)O)C1c1ccccc1 (configuration not stated) | 2.2% | .
N#C/C(=N\Nc1ccccc1Cl)C(=O)c1ccccc1 | . | -10
Cc1nc2ccccc2c(C)c1C(=O)c1ccc(F)cc1 | -1.1% | .
O=C(Nc1cccc(Cl)c1Cl)C1CCN(c2ncccn2)CC1 | -1.4% | 18
Cc1ccc(S(=O)(=O)Oc2ccc(/C=C(/NC(=O)c3ccccc3)C(=O)NCC(=O)O)cc2)cc1 | 3.9% | -2
Cc1ccccc1NC(=S)N(CCc1c(C)[nH]c2ccc(F)cc12)Cc1ccncc1 | -4.1% | 4

Bioassay records from PubChem.
